CTSL1 counter: counter-screen for PFM18AAP inhibitors: inhibitors of F. hepatica cathepsin L1 | recombinant F. hepatica cathepsin L1, Z-Leu-Arg-MCA fluorescence | AID 1906 | inhibition, % at 5.96 µM | 300,000 compounds, 0.49% hits;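 active = inhibition above the mean of all tested compounds plus 3 SD, set per screening campaign, cut at about 17% in these data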;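 also: 0% = plate median of test compound wells and 100% = 1 µM Z-Phe-Ala-diazomethylketone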
procasp3 activ: procaspase-3 (human) activation; activation, % at 8.5 µM; P42574; 330,000 compounds, 0.11% hits; recombinant procaspase-3 D3A, Ac-DEVD-pNA absorbance 405 nm;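 active = activation above the mean of all tested compounds plus 3 SD, cut at about 21% in these data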;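 also: 0% = DMSO alone and 100% = DMSO wells spiked with extra 5 µM PC-3 D3A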
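material = Procaspase-3 D3A mutant | probe or stimulus = Ac-DEVD-pNA | compound = single dose, 8.5 µM nominal compound, 0.8% DMSO | timing = 1 h preincubation, 2 h reaction | measured by = 405 nm absorbance of p-nitroaniline, reads at 0 and 120 min | benchmarks = DMSO-only low control, 5 µM PC-3 D3A high control | repeats = singlicate, each compound tested once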
procasp7 counter: activates human procaspase-7, counter-screen for procaspase-3 activators; P55210; recombinant procaspase-7, Ac-DEVD-pNA absorbance 405 nm; D23A/D198A/D206A triple mutant, cannot self-cleave; scale: DMSO 0, 5 µM enzyme 100; activation, % at 8.5 µM; 330,000 compounds, 0.093% hits; AID 463210;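 active = percent activation above the screen-wide mean plus 3 SD, cut at about 25% in these data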
Target sequence (P55210 whole entry D23A/D198A/D206A): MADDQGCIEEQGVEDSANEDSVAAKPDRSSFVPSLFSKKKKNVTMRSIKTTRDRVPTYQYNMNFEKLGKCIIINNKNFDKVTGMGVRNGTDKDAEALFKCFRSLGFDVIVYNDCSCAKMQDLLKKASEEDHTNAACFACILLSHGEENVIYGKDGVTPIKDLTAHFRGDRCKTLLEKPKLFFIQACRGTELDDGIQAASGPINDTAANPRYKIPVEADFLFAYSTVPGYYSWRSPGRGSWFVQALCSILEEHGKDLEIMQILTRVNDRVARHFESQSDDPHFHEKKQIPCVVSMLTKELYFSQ
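Detection: p-Nitroaniline absorbance at 405 nm, read at 0 and 120 min; system: Uncleavable procaspase-7 mutant enzyme; evaluation: % activation from two-timepoint absorbance difference, scaled to controls; times: 1 h enzyme–compound preincubation and 2 h substrate reaction, both 25 °C; buffer or medium: Zinc-free HEPES pH 7.4 with 300 mM NaCl, 0.01% Triton X-100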
core dimer inh: blocks dimerization of HCV core protein; TR-FRET GST/Flag-core106 dimerization, 1536-well; inhibition, % at 5 µM; 300,000 compounds, 0.33% hits;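 active = inhibition above the mean of all tested compounds plus 3 SD, set per screening campaign, cut at about 45% in these data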
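assay system = GST-tagged and Flag-tagged HCV core protein residues 1-106 | controls = unlabelled core106 and no-GST-core106 wells | incubation = compound-protein-antibody incubation 4 h at 22.5 °C | probe or stimulus = Eu donor and XL665 acceptor anti-tag antibodies | read-out = % inhibition based on acceptor/donor emission ratio | signal = TR-FRET 671 and 617 nm emission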
GRK2 aptamer HTS: blocks RNA aptamer binding to human GRK2; 330,000 compounds, 0.59% hits; P25098; bead flow cytometry, FAM-aptamer displacement from GRK2; inhibition of aptamer binding, % at 10 µM; AID 488847;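 active = inhibition of aptamer binding above 40%, roughly 3 SD of noise, on plates passing a quality check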;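 also: median bead fluorescence of bound FAM aptamer so fluorescent compounds give negative values; no value below 0 was filed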
Target sequence (P25098 whole entry, looked up): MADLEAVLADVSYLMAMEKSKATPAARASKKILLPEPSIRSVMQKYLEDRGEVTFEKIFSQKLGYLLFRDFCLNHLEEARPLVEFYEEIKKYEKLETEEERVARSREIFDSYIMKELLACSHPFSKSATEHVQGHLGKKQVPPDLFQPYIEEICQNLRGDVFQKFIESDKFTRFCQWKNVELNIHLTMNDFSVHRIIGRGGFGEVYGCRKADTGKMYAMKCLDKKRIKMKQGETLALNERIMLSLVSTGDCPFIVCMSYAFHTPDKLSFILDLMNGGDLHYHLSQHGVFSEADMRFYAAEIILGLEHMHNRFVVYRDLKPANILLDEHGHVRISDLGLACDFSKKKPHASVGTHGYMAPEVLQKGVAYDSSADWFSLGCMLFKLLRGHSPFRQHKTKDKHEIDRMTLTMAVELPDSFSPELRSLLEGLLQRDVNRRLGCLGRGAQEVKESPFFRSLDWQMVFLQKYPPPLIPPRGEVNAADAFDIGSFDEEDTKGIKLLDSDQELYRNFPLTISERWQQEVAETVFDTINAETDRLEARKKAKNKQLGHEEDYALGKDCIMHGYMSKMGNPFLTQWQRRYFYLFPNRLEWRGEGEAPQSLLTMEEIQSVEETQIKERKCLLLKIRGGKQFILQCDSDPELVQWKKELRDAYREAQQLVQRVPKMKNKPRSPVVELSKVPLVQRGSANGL
PP1 counter: blocks human PP1-alpha phosphatase, a PP5 counter-screen | P62136 | purified PP1alpha, OMFP fluorescence | inhibition, % at 6.7 µM | 320,000 compounds, 0.9% hits;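 active = inhibition above the mean inhibition of all tested compounds plus 3 SD, computed separately for each screening campaign, cut at about 15% in these data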
JMJD2C inh: inhibitors of human GASC-1 (JMJD2C) demethylase. GST-JMJD2C(1-420) H3K9me3 demethylation, DELFIA europium. 330,000 compounds, 0.069% hits. Q9H3R0. AID 2099. inhibition, % at 2.35 µM;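 active = more than half of a compound's replicate wells show inhibition beyond 50%, single wells judged on their own value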;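 also: signal counts dimethyl H3K9 product captured on neutravidin plate; 0% = median of DMSO wells and 100% = 0.3 times that DMSO median; strong numbers were not always called active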
VLA-4 inh: inhibition in a human VLA-4 binding assay | VLA-4 expressing cells, ligand binding flow cytometry | inhibition, % (about 7 µM as worked out from the volumes in the protocol) | P13612 | 330,000 compounds, 0.2% hits; in the data active = inhibition above about 50%
PP5 inh: PP5 (human) phosphatase inhibition | purified PP5c, OMFP substrate fluorescence | inhibition, % at 6.7 µM | 320,000 compounds, 0.18% hits | AID 1987;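 active = inhibition above the campaign's mean inhibition across all tested compounds plus 3 SD, cut at about 9.5% in these data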;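 also: 0% = DMSO only and 100% = 100 µM cantharidin control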
An asterisk follows results filed as active; nt = no result given. Hits appear at their usual frequency. About 2.6% of those tested had a hit in this group.

SMILES	CTSL1 counter	procasp3 activ	procasp7 counter	core dimer inh	GRK2 aptamer HTS	PP1 counter	JMJD2C inh	VLA-4 inh	PP5 inh
N#Cc1c[nH]n2c(=O)c3c(nc12)CCC3	-1.6	-2.7	-0.1	1.2	0.0	-3.8	4.0	3.2	-1.5
COC(=O)CCC(=O)OC	nt	6.9	6.6	nt	0.0	nt	nt	12.1	nt
CCNc1nc(SCC(=O)OC)nc(N(C)C)n1	-0.4	8.9	-13.8	-3.7	1.0	-1.9	-8.0	7.9	1.0
CNC(=O)C1CC(=O)N(c2ccc(C)cc2)C1 (stereo not drawn)	5.5	3.6	1.1	-2.3	1.0	-2.6	-7.4	-4.0	1.2
COc1cccc(CNC(=O)COc2cccc3c2OC(C)(C)C3)c1	-23.1	-3.1	-0.8	-0.2	1.0	-2.9	-6.5	2.1	0.8
CCOC(=O)c1sc(NC(=O)C2CC2)cc1C	0.6	-6.8	-3.1	-19.2	0.0	-2.9	-2.0	6.2	3.2
Cc1ccc2[nH]c3c(=O)n(CCCN4CCN(C)CC4)cnc3c2c1	-3.0	12.1	-0.6	-0.6	1.0	-2.7	-1.6	6.2	3.0
O=C(COC(=O)c1cc(Br)ccc1O)Nc1ccc2c(c1)OCCO2	1.7	11.2	13.6	-0.7	1.0	-0.4	-1.1	7.3	-0.5
COc1cccc(NC(=O)c2nc(S(C)(=O)=O)ncc2Cl)c1	2.4	-7.2	-6.7	-5.0	3.0	2.0	1.6	21.0	-1.9
CCCNC(=O)NC(C)C12CC3CC(CC(C3)C1)C2 (stereo not drawn)	4.1	-4.0	-6.1	-3.9	2.0	-2.4	-24.8	-6.0	2.0
Cc1ccc(S(=O)(=O)c2nc(S(C)(=O)=O)sc2N2CCC(O)CC2)cc1	1.4	7.1	-9.2	-1.1	0.0	-3.2	-7.8	0.5	2.2
Cc1c(C(=O)OCCOC(C)C)[nH]c2c1C(=O)CC(c1ccco1)C2 (stereo not drawn)	3.2	-1.8	-10.1	10.0	7.0	-2.1	-33.6	11.7	1.4
S=C(NCCc1ccccc1)N1CCn2cccc2C1c1cccnc1 (stereo not drawn)	-7.0	0.3	-3.7	-3.9	2.0	-2.8	-4.7	8.2	-0.1
O=C(COC(=O)c1c[nH]c(=O)[nH]c1=O)Nc1ccccc1F	-2.6	-6.1	3.5	2.5	0.0	-4.9	60.6	16.9	-0.6
Cc1ccc(C)c(OCC(=O)N/N=C/c2c(C)nn(-c3ccccc3)c2Cl)c1	-4.2	1.4	-3.2	10.0	0.0	9.4	6.1	21.1	3.8
COc1ccc(/C=C2\CCc3ccccc3C2=O)cc1Cn1cccn1	0.5	-2.8	9.4	16.7	2.0	3.0	7.4	3.7	2.2
O=Nc1c(O)c2ccccc2c2ccccc12	6.4	3.3	-7.0	-73.3	23.0	3.3	-3.8	11.3	3.2
COc1ccc(S(=O)(=O)NC(C)C(=O)Nc2cccc([N+](=O)[O-])c2)cc1 (stereo not drawn)	1.0	-1.5	0.6	-0.9	0.0	-3.0	8.9	34.8	2.1
O=C(Cc1ccc(-n2c(=O)c3ccccc3n(Cc3ccccc3Cl)c2=O)cc1)NCC1CCCO1 (stereo not drawn)	1.2	-2.4	0.8	2.2	0.0	1.2	1.5	-5.0	0.8
O=c1cc(CSc2nnc(COc3cccc4ccccc34)o2)c2ccccc2[nH]1	7.8	-1.6	4.5	2.8	2.0	2.2	3.7	-8.5	0.8
CCOC(=O)C1=C(CC)Nc2ccccc2N=C1N	-0.7	-3.0	-8.9	4.3	2.0	1.2	4.1	5.6	-4.4
O=C(Nc1ccc2oc(=O)ccc2c1)c1ccc2ccccc2c1	0.5	3.6	6.2	-3.8	0.0	5.5	5.8	0.0	3.7
C=CCn1c(SCC(=O)/C(C#N)=C(\C)N)nc2sc(C)c(C)c2c1=O	3.1	5.0	11.6	1.5	3.0	-2.5	-12.8	-3.6	1.3
O=C(CSc1ccccc1)NCCc1ccccc1	-0.7	-3.1	6.1	-16.4	0.0	1.5	-22.0	2.5	3.8
O=C(CSc1nc2ccccc2n1Cc1ccccc1Cl)N/N=C/c1ccccc1C(=O)O	-3.2	-3.1	2.6	19.2	0.0	5.0	9.1	-53.5	1.7
Cc1ccc(NC(=O)c2ccc(S(=O)(=O)NCc3cccnc3)cc2)c(C)c1	-3.5	-3.5	0.3	-15.9	1.0	-5.8	-9.4	-0.8	-2.5
CCOC(=O)C(=Cc1ccc(-n2cncn2)cc1)C(=O)OCC	1.1	-9.5	-0.9	6.2	2.0	1.8	3.6	34.7	0.0
CCOC(=O)c1c(Nc2ccccc2N)cc(C)nc1C	-0.8	8.4	-1.6	-2.4	2.0	-7.9	-5.4	0.2	2.4
Cc1nc2ccc(NC(=O)c3ccc(Cl)s3)cc2s1	-6.3	5.4	-5.4	-0.6	0.0	-6.4	-3.5	-6.0	4.9
CCOC(=O)c1c(N)sc(C(=O)OCCOC)c1C	6.6	-9.2	-3.8	0.1	0.0	-1.4	13.4	-5.2	2.5
CC(=O)Nc1ccc(N2C(=O)CC(Sc3nccc(C)n3)C2=O)cc1 (stereo not drawn)	-2.2	-26.2	-21.2	12.4	0.0	-4.4	-11.7	2.7	-0.7
CC(C)(C)c1nnc(NS(=O)(=O)c2cc(Cl)ccc2Cl)s1	-1.4	0.0	4.0	7.4	0.0	0.4	-5.1	3.5	-1.2
O=C(COC(=O)/C=C/c1cccc(Cl)c1Cl)Nc1ccc2[nH]c(=O)[nH]c2c1	nt	0.3	13.8	nt	0.0	9.6	-2.6	-5.0	0.4
CCOc1ccc(Br)cc1S(=O)(=O)N1CCCC1	-8.5	2.5	-4.5	0.4	2.0	-3.0	0.5	10.3	-1.9
Cn1ccc(-c2ccccc2)n1	-1.6	-2.8	-1.0	-2.6	2.0	-5.4	0.3	9.9	-0.1
O=C1c2ccccc2CSc2c(O)cccc21	-4.5	0.4	4.5	-8.4	3.0	2.2	-2.9	-6.0	4.1
CCC(=O)c1cc(F)ccc1OCC(=O)Nc1ccc2c(c1)OCCO2	nt	-4.2	-3.8	nt	0.0	-1.4	-13.2	7.5	-0.3
COc1ccc(CN(CC(=O)NCc2ccc(F)cc2)C(=O)c2csnn2)cc1	1.1	-1.0	-10.3	-10.1	0.0	-2.5	-10.5	4.8	0.2
CCO[C@@H]1OC(C(=O)NC2CC2)=C[C@H](C2CCCCC2)[C@H]1CCCO	1.0	8.5	7.9	-13.7	1.0	3.0	1.5	2.5	0.3
Cc1ccc(CC(=O)Nc2nncs2)cc1	-2.8	4.1	6.9	-2.9	0.0	2.1	5.5	1.6	1.5
c1ccc2cc(CNCc3cccc4ccccc34)ccc2c1	-0.9	8.3	-12.3	-5.8	0.0	2.4	0.6	11.7	2.0
CCC(C(=O)NCc1cccc(C)c1)n1nc(C)c2c(C)n(-c3ccccc3)nc2c1=O (stereo not drawn)	0.9	6.4	-3.2	-2.6	8.0	1.6	7.5	0.0	2.4
CC(/C=N/NC(=O)Cn1nccc1C)=C\c1ccc(C(C)C)cc1	1.5	-1.1	8.1	-4.0	2.0	2.0	5.2	11.5	4.0
Nc1nc(SCC(=O)Nc2ccc(Oc3ccccc3)cc2)n[nH]1	-2.7	3.8	5.0	10.2	0.0	-2.4	-6.3	9.6	1.5
Cn1c(SCC(=O)c2ccc3c(c2)OCCO3)nnc1C(F)(F)F	-2.5	-4.4	1.6	0.3	1.0	-4.0	6.5	9.8	0.1
Cc1ccc(C(=O)NC2CCN(C(=O)Nc3ccc(F)cc3)CC2)cc1	3.2	3.3	3.1	-1.8	2.0	-1.4	-13.4	-4.7	-0.4
CC(C)Cc1nnc(NC(=O)c2ccc3c(c2)OCCO3)s1	nt	-5.6	-1.2	nt	0.0	1.7	9.3	5.7	2.6
O=C(CSc1n[nH]c(=O)n1C1CC1)Nc1ccc(Cl)c(Cl)c1	1.9	2.1	6.2	-4.2	0.0	2.6	2.4	4.4	1.9
COc1cccc(/C(O)=C2/C(=O)C(=O)N(CCN3CCOCC3)C2c2cccs2)c1 (stereo not drawn)	-1.0	3.8	-21.2	-0.7	0.0	-2.6	-1.4	34.0	0.2
COc1cc(/C=C/C(=O)Nc2ccc(C)cc2)cc(OC)c1OC	4.7	-8.6	6.8	-5.3	1.0	1.7	-2.1	3.7	2.2
CCc1nnc(NC(=O)c2ccc(COc3cccc(C)c3)o2)s1	2.6	8.7	9.0	-3.0	1.0	1.7	13.9	1.7	3.4
O=C(CSc1nc(-c2ccco2)cc(C(F)(F)F)n1)N1CCN(c2ccc(Cl)cc2)CC1	2.1	-7.5	0.3	25.5	0.0	6.5	5.7	11.8	3.9
CC1CC(C)CN(CC(=O)c2cccs2)C1 (stereo not drawn)	0.2	16.1	9.0	-1.0	7.0	-1.0	-2.2	5.9	1.2
Cc1nc(NC(=S)NC(=O)c2ccccc2)sc1C(=O)N(C)C	1.9	6.6	-7.7	-0.1	0.0	-0.2	6.3	3.4	-0.3
CC1CCCC(C)N1/N=C/c1ccccc1C(=O)O (stereo not drawn)	-3.1	4.0	-2.2	1.9	0.0	0.1	-3.0	-2.5	0.4
C(=N\Nc1ncnc2sc3c(c12)CCC3)/c1cccs1	7.0	3.9	-6.8	-2.5	2.0	2.1	4.2	-3.0	2.3
CN(CCC#N)C(=O)CSc1nnc(-c2c[nH]c3ccccc23)o1	0.2	-5.0	7.7	0.2	0.0	3.1	-5.8	35.8	-1.4
COc1ccccc1N(CC(=O)Nc1ccc2c(c1)OCCO2)S(=O)(=O)c1ccc(C)cc1	3.9	-10.0	3.6	-2.3	5.0	6.8	2.1	4.3	5.3
COc1ccc(NC2=NCCC(=O)N2Cc2cccs2)cc1	0.5	-2.3	-0.8	-9.9	3.0	-0.2	-18.4	3.0	1.7
CC(C)(CN1CCCC1)NC(=O)C1CCC(=O)N(CCCN2CCOCC2)C1 (stereo not drawn)	-1.8	3.9	5.4	-10.9	0.0	0.2	4.9	5.0	1.5

Some of these compounds in order of molar mass, lowest first:
SMILES	CTSL1 counter	procasp3 activ	procasp7 counter	core dimer inh	GRK2 aptamer HTS	PP1 counter	JMJD2C inh	VLA-4 inh	PP5 inh
O=C(CSc1ccccc1)NCCc1ccccc1	-0.7	-3.1	6.1	-16.4	0.0	1.5	-22.0	2.5	3.8
CC(=O)Nc1ccc(N2C(=O)CC(Sc3nccc(C)n3)C2=O)cc1 (stereo not drawn)	-2.2	-26.2	-21.2	12.4	0.0	-4.4	-11.7	2.7	-0.7
COc1ccc(CN(CC(=O)NCc2ccc(F)cc2)C(=O)c2csnn2)cc1	1.1	-1.0	-10.3	-10.1	0.0	-2.5	-10.5	4.8	0.2

Source: PubChem BioAssay (several laboratories)
